Source: PubChem (Fisher Drug Discovery Resource Center)
NPYLR7 ag – activates Aedes aegypti NPYLR7 receptor | HEK293T NPYLR7/Galpha15, GCaMP6s calcium fluorescence | activation, % at 10 µM | 270,000 compounds, 0.15% hits | AID 1259423; in the data active means activation above about 40%;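 further: 0% = vehicle and 100% = reference agonist at the receptor; some compounds past the cut are filed as inactive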
hcGAS lum – inhibitors of human cGAS; 290,000 compounds, 0.081% hits; inhibition, % at 12.5 µM; recombinant h-cGAS, ATP depletion, Kinase-Glo luminescence;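 further: 0% = vehicle reaction and 100% = reaction without DNA for no activity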
Target sequence (Q8N884 whole entry, looked up): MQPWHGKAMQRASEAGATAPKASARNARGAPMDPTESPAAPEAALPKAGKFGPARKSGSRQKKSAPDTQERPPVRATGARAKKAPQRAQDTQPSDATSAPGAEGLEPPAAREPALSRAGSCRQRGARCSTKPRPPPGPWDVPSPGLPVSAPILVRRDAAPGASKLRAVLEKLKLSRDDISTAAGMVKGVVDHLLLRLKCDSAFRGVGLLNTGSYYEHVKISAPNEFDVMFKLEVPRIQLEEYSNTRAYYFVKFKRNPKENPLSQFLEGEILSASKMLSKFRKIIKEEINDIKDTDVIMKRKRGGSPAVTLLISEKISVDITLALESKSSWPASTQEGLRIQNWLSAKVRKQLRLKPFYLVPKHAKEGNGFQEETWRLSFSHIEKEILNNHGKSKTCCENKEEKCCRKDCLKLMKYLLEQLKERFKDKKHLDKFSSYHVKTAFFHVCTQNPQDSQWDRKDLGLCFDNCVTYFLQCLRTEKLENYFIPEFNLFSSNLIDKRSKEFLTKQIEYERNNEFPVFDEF
mcGAS inh – blocks mouse cGAS activity | Q8C6L5 | recombinant cGAS, Kinase-Glo ATP depletion luminescence | inhibition, % at 12.5 µM | 160,000 compounds, 0.15% hits;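 further: 0% = negative control wells and 100% = reference inhibitor with no enzyme activity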
* marks the source's active call; other numbers are inactive results; x = no result given; & = joins results of further samples. Unless noted, no stated cut-off is given here; in the data, active means inhibition above about 40%; inactive means the rest. Compounds as they come; overall some 0.29% were active at least once.

SMILES	NPYLR7 ag	hcGAS lum	mcGAS inh
Cc1cc(NC(=O)C2CC2)n(-c2nc(-c3cccs3)cs2)n1	-10	3	4
CN(C)N1C(=O)c2ccccc2C1(N)c1ccccc1 (stereo unspecified)	0	2	x
Cc1ccc(-c2nnc(NC(=O)CN3C(=O)CCC3=O)o2)c(C)c1	5	-1	x
CCc1ccccc1NC(=O)CNc1ncnc2sccc12	0	4	-2
CCOC(=O)C1CCCN(CC(O)COc2ccccc2C(C)=O)C1 (stereo unspecified)	-3	-1	x
COc1ccc(-c2nc3ccc(C4=NNC(=O)C(C)C4)cc3[nH]2)cc1 (stereo unspecified)	-4	6	x
O=C(CCC1CCCN(C(=O)c2sccc2Cl)C1)NC1CC1 (stereo unspecified)	4	-5	x
Cc1[nH]n(-c2ccccc2)c(=O)c1C(C[N+](=O)[O-])c1ccc(Br)cc1 (stereo unspecified)	2	-8	x
Cc1cc(C(F)(F)F)nc(CCNC(=O)C2CCN(C(C)C)CC2)n1	x	-8	-5
O=C(NCCCc1ccccc1)c1sc2cc(F)ccc2c1Cl	23	-2	-7
CCc1noc(C)c1C(=O)Nc1cccc(C(C)=O)c1	-1	-7	x
CN1CCN(CCN2C(=O)c3ccccc3C2=O)CC1	4	-4	x
Cc1cc(C(=O)N2CCc3c([nH]c4ccccc34)C2c2cccc(C(F)(F)F)c2)n(C)n1 (stereo unspecified)	-3	-3	-4
CCOC(=O)C1CCN(C(=O)c2ccc(CSc3nc(Cl)cc(N4CCC(Cc5ccccc5)CC4)n3)cc2)CC1	-5	5	2
CCCn1nc(C2CC2)nc1CCCN1CCCCCC1	x	-10	-5
Cc1ccc(C)c(C=CC(=O)c2c(O)cc(C)oc2=O)c1	0	-5	x
O=C1COc2ccc(C(=O)COc3cccc(C(F)(F)F)c3)cc2N1	2	-1	-16
COc1ccc(-c2nc(CCNC(=O)c3cnc(C)cn3)co2)cc1	8	5	3
Cc1ccc(SC2CCN(C(=O)c3cn(Cc4ccccc4F)nn3)CC2)cc1	16	-6	x
O=C(Nc1ccc(N2CCCCC2)c(C(=O)NCC2CCCO2)c1)c1ccc(Cl)c([N+](=O)[O-])c1 (stereo unspecified)	-5	-5	-4
Cc1cc(C)nc(N=C(NC(=O)c2ccc(F)cc2)Nc2ccccc2)n1	-1	-2	x
Cc1cc(-c2csc(NC3CC3)n2)c(C)n1C1CC1	-30	1	x
COc1ccc2ccccc2c1/C=N\N1C(=O)C2C(C1=O)C1C=CC2C12CC2 (stereo unspecified)	-3	-4	-5
CN(C(=O)CSc1nnnn1C1CC1)c1ccccc1	-6	-9	x
COc1ccc(OCCNC(=O)C2(C)CCN2CCc2ccccc2)cc1 (stereo unspecified)	0	-4	x

(more compounds)
SMILES	NPYLR7 ag	hcGAS lum	mcGAS inh
CC(C)C(=O)Nc1ccc(N(C)C)c(CN(CC2CCCO2)C(=O)c2cccc(F)c2)c1 (stereo unspecified)	6	3	-5
Cc1cc2c(c(=O)[nH]1)C(=O)O/C2=C/c1ccc2c(c1)OCO2	4	-3	-2
CNC(=O)[C@@H]1C[C@@H](N)CN1C(=O)c1cc(OC)nc2ccccc12	-3	-10	x
CCOC(=O)NNC(=O)COCc1nc2ccccc2s1	0	-6	-13
Cc1ccc(C)c(NC(=O)CC(=O)NCc2cc(-c3ccccn3)no2)c1	13	-2	-8
O=C1NCC2(CCCN(C(=O)c3n[nH]c4c3CCC4)C2)O1 (stereo unspecified)	-7	-3	2
CC(=O)c1c(C)[nH]c(C(=O)CSc2nc3sc4c(c3c(=O)[nH]2)CCCC4)c1C	-6	-4	x
Cc1cc(S(=O)(=O)N2CCCC(C(=O)c3sccc3C)C2)c(C)s1 (stereo unspecified)	6	-5	-6
Cc1nn(CC(=O)N2CCCC(Nc3ccc(C(C)C)cc3)C2)c(=O)c2ccccc12 (stereo unspecified)	3&-3	-8&-3	-11&-3
CN(CCC#N)C(=S)NC1CCCCC1	3	-4	-4
O=C(c1cc2ccsc2n1Cc1ccccc1F)N1CCN(Cc2ccc3c(c2)OCO3)CC1	1	-1	-4
O=C(CN1C(=O)CSC(c2ccc(F)cc2F)c2c(-c3ccccc3)nn(-c3ccc(F)cc3)c21)NCc1ccco1 (stereo unspecified)	10	-2	-5
CCOc1ccccc1OS(=O)(=O)c1ccc(C(N)=O)cc1	1	5	x
Cc1nc(C(=O)N(c2cccc(C(F)(F)F)c2)C(C)C2CC2)cs1 (stereo unspecified)	-4	-7	-17
CCc1nc2ccc(C(=O)NCc3ccc4c(c3)OCO4)cn2c1N(C)Cc1nccs1	-5	1	1
COc1ccc(-c2cc(CC(=O)NCc3ccco3)no2)cc1OC	9	-7	-10
CN(C)c1ccc(CC(=O)N2CCC(n3cnc4ccccc43)CC2)cc1	30	-2	-3
CCOc1cc(N2CCN(C)CC2)ccc1NC(=O)Cc1ccccc1Br	1	-9	-13
COc1ccc(CNC(c2ccccc2)c2n[nH]c(C)n2)cc1 (stereo unspecified)	0	-8	-15
N#Cc1ccc(Oc2cccc(-n3cncn3)c2)nc1	0	-7	-16
O=[N+]([O-])c1ccc(-c2noc(CCN(Cc3ccccc3)CC(O)CN3CCOCC3)n2)cc1 (stereo unspecified)	x	-6	-7
O=C(CCc1ccccc1)N1CCC(Nc2ccc3nnnn3n2)CC1	11	-5	x
CC(NS(=O)(=O)Cc1ccccc1)c1cccc(N2CCCS2(=O)=O)c1 (stereo unspecified)	4	-6	x
COC(=O)C1CCN(C(=O)c2cc(Cn3ccc4ccccc43)[nH]n2)CC1	1	1	x
Cc1ccc(-c2cc(C(=O)N3CCOCC3)c3ccccc3n2)cc1	-10	-2	-5

Shown with bars between the fields: 5 of the compounds above
molecule | NPYLR7 ag | hcGAS lum | mcGAS inh
CN(C)c1ccc(CC(=O)N2CCC(n3cnc4ccccc43)CC2)cc1 | 30 | -2 | -3
CCOc1cc(N2CCN(C)CC2)ccc1NC(=O)Cc1ccccc1Br | 1 | -9 | -13
COc1ccc(CNC(c2ccccc2)c2n[nH]c(C)n2)cc1 (stereo unspecified) | 0 | -8 | -15
N#Cc1ccc(Oc2cccc(-n3cncn3)c2)nc1 | 0 | -7 | -16
O=[N+]([O-])c1ccc(-c2noc(CCN(Cc3ccccc3)CC(O)CN3CCOCC3)n2)cc1 (stereo unspecified) | x | -6 | -7

Pulled one by one from the list above (two):
SMILES	NPYLR7 ag	hcGAS lum	mcGAS inh
CC(=O)c1c(C)[nH]c(C(=O)CSc2nc3sc4c(c3c(=O)[nH]2)CCCC4)c1C	-6	-4	x
CN(C)c1ccc(CC(=O)N2CCC(n3cnc4ccccc43)CC2)cc1	30	-2	-3

Following part:
SMILES	NPYLR7 ag	hcGAS lum	mcGAS inh
COCCNC(=O)c1ccccc1N1CCC(NC(=O)COc2ccc(Cl)cc2)CC1	-4	-6	-6
Cc1cc(C)n(C)c(=O)c1C(=O)NC(C)c1ccc(-n2cncn2)cc1 (stereo unspecified)	12	-4	-10
Cc1ncsc1CCC(=O)NC(CO)C1CCSCC1 (stereo unspecified)	x	0	-1
Cc1ccccc1C(NC(=O)C1CCN(Cc2ccccc2)CC1)c1ccsc1 (stereo unspecified)	10	-6	-3
Cc1nc2ncnn2c(N2CC[C@H]3CCCC[C@@H]3C2)c1Cc1ccccc1	-3	-6	-6
COc1ccc(C(O)(c2ccc(OC)cc2)c2ccc(CN(Cc3sccc3C)C3CC3)o2)cc1	-1	-1	-5
O=c1c2cnc(N3CCCC3)nc2ccn1-c1ccccc1	5	-10	x
COc1cc(CN(CC(O)COc2ccc(Cl)cc2)C2CC2)cc(OC)c1 (stereo unspecified)	23	-3	-4
COCCNS(=O)(=O)c1ccc(OC)c(N2CCN(C(=O)C3(c4ccc(Cl)cc4)CCCC3)CC2)c1	22	0	-4
CSCC(=O)N1CCCC(N2CCN(c3cccc(Cl)c3)CC2)C1 (stereo unspecified)	3	-4	x
COc1cc(NC(=O)c2cc(NCCN3CCOCC3)ncn2)cc(OC)c1OC	-1	-7	-2
CCCc1ccc(S(=O)(=O)NCc2cccnc2)cc1	-1	-7	-2
Cc1cccn2c(=O)cc(CN(Cc3ccco3)C3CCCC3)nc12	0	-4	x
Cc1cn2c3c(=O)n(CCc4ccccc4)c(=O)n(C)c3nc2n1CCOCCO	-2	-3	x
CC(C)(C)c1csc(NC(=O)CC2OCCc3ccsc32)n1 (stereo unspecified)	-22	-7	x
Cc1ccc(F)cc1Nc1nnc(-c2cc3c(ccc4ccccc43)oc2=O)s1	-8	-4	-3
Cc1ccsc1C(CNC(=O)c1cc(=O)c2ccccc2[nH]1)N(C)C (stereo unspecified)	10	2	x
COc1ccc(-n2c(Cc3ccccc3)nnc2SCc2ccc(C(=O)O)cc2)cc1	-1	1	-3
c1ccc(-c2cnc(CSc3ncn[nH]3)o2)cc1	-3	-3	-2
CCSc1nnc(NC(=O)CSc2nnc(CNC(=O)c3ccco3)n2-c2ccc(F)cc2)s1	-7	-2	x
Cc1ccccc1OCCSc1nc2ccccc2n1CC(=O)N1CCOCC1	2	-3	-7
Cc1noc(C)c1CN1CCN2C(C(=O)Nc3ccc(F)c(Cl)c3)=COC2=NC1=O	2	4	x
CCn1cc(NC(=O)c2cccc(CS(C)=O)c2)ccc1=O (stereo unspecified)	-13	-1	x
O=C1NCCN(Cc2cccc(C(F)(F)F)c2)C1CC(=O)N1CCCCCC1 (stereo unspecified)	11	-6	-11
CN(Cc1ccccc1)Cc1cnc(Cl)s1	2	-4	x

Profiles as entered above:
Cc1noc(C)c1CN1CCN2C(C(=O)Nc3ccc(F)c(Cl)c3)=COC2=NC1=O is listed as NPYLR7 ag: 2; hcGAS lum: 4; mcGAS inh: x
COc1ccc(C(O)(c2ccc(OC)cc2)c2ccc(CN(Cc3sccc3C)C3CC3)o2)cc1 is listed as NPYLR7 ag: -1; hcGAS lum: -1; mcGAS inh: -5

(listing goes on)
SMILES	NPYLR7 ag	hcGAS lum	mcGAS inh
COCCN1C(=O)C(=Cc2cccc(OC)c2OC(F)F)SC1=S	1	3	-2
CCOC(=O)CCC(=O)Nc1c(-c2ccc(C)cc2)nc2cc(C)ccn12	-2	-7	-7
O=C(NNc1nc(-c2ccccc2)c2cc(Br)ccc2n1)c1ccc(Cl)cc1Cl	8	-5	-5
CCOC(=O)C(c1cccc(OC)c1)C1C=CC(NC(=O)c2cc(Cl)ccc2F)C1 (stereo unspecified)	3	5	2
O=c1cc(CN2CCCCC2c2ccc(C(F)(F)F)cc2)occ1O (stereo unspecified)	-19	-7	x
COc1ccc(C(=O)NCCC2CN(C)CCO2)c(OC)n1 (stereo unspecified)	-2	2	x
COc1ccc(-c2ccc(SCC(=O)NC3CCCCC3)nn2)cc1OC	-5	0	-1
COC(=O)CN1CC2(CCN(Cc3cccc(OC(F)(F)F)c3)CC2)OC1=O	1	0	x
Cc1ccc(C2=NN(C(=O)CN3CCc4ccccc4C3)C(c3cccc(F)c3)C2)c(C)c1 (stereo unspecified)	4	-4	-4
COc1ccc(CN2C3CCC2CC(NC(=O)c2ccco2)C3)c(OC)c1 (stereo unspecified)	2	-6	-3
CNC(=O)Cn1nc(C)c2cnn(-c3ccccc3C)c2c1=O	-6	3	x
O=C1CN(CC(=O)N2CCC(c3cc(Cc4ccccc4)[nH]n3)CC2)C(=O)N1	1	-2	x
CCOP(=O)(CCCCNC(=O)c1ccc2c(c1)CCO2)OCC	-4	-10	-5
COc1ccc(CNC(=O)c2ccc3nc(C)c(N(C)CC4CCCCC4)n3c2)cc1	-6	-5	-3
CCc1ncc(C(=O)N2CCCN(C(=O)c3ccccc3)CC2)[nH]1	-6	-9	x
COc1ccc(-c2cnc3ncnn3c2N2CCN(C(=O)c3cc(F)ccc3F)CC2)cc1OC	3	-4	-5
Cc1cccc(OCC2=NN3C(=N)/C(=C\c4ccc(Br)o4)C(=O)N=C3S2)c1	-2	-4	x
COCCn1c(SCc2ccccc2F)nc2ncccc2c1=O	4	7	x
CC1(C)CN(C(=O)CCc2ccccc2)CC(=O)N([C@@H]2CCCC[C@H]2O)C1	-1	-2	-7
CCOc1ccccc1NC(=O)N(CCOC)CC(=O)N(Cc1ccc2c(c1)OCO2)Cc1ccco1	7	-5	-4
CCn1c(SCc2cc3c(cc2Cl)OCO3)nnc1-c1c2c(nc3ccccc13)CCC2	1	0	-5
Cc1ccc(-n2nc(-c3ccccc3)cc2NC(=O)CN(CC(C)C)C(=O)NCc2ccccc2)c(C)c1	16	-8	-6
CCOC(=O)c1coc(N2C[C@H](O)[C@@H](N3CCOCC3)C2)n1	12	-7	x
Cc1ccc(-c2nc(CN3CCCCC3c3nccn3C)c(C)o2)o1 (stereo unspecified)	2	6	-3
COc1ccc(NC(=O)N2CCCOCC2)cc1Cc1ccccc1	-20	-12	x

(further entries)
SMILES	NPYLR7 ag	hcGAS lum	mcGAS inh
CSC1CCCCC1(O)CSc1nc2c(cc1C#N)CCCC2 (stereo unspecified)	4	-3	-3
CCOc1ccc(-n2nnnc2CN2CCN(C(C)=O)CC2)cc1	0	-3	-1
Cc1nn(C)c(Cl)c1S(=O)(=O)N1CCOC(C(F)(F)F)C1 (stereo unspecified)	x	2	-9
Cc1ccccc1C=Nn1c(C)cc(C)c(C#N)c1=O	-7	-10	-3
CCCCS(=O)(=O)N1CCc2nc[nH]c2C1	x	-16	-7
Cc1ccc(OCc2nc(CN(C(=O)C3CC3)C3CC3)cs2)cc1C	16	-4	-4
O=C(NCc1nc2ccccc2s1)Nc1cccc(CN2CCCC2=O)c1	4	-7	x
COc1ccc(-c2nc3sc(CCNC(=O)c4ccc(C(C)(C)C)cc4)c(C)n3n2)cc1	5	-4	-5
Cc1ccc(NC(=O)CC(=O)NC(c2ccncc2)c2ccccc2C)cc1 (stereo unspecified)	1	-7	-9
CN(CCOc1ccccc1)Cn1ncn(-c2ccccc2)c1=S	-4	2	x
COc1ccc(/C=N\N2CCN(C)CC2)c(OC)c1OC	-2	-9	x
COc1ccc(-n2nnc3c(=O)n(CC(=O)NC4CCCC4)cnc32)cc1	2	4	x
O=C1CN2NC(=S)N(c3ccc(Cl)cc3)C2=CN1c1ccc(Cl)cc1	1	1	x
